# RNase H inhibition: RNase H inhibition, HIV 1 Gag Pol polyprotein, FRET biochemical assay, screening (AID 372); HIV-1 RT RNase H, FRET RNA/DNA substrate fluorescence; higher % means a stronger effect; one-dose inhibition, % at 10 µM; IC50 in µM for titrated hits; 0.77% of 100,000 active; in the data active = inhibition above about 50%
# Numbers without * were called inactive; & = joins results of further samples. A portion of the library; the hit share may differ from the screen's.
# Preview (three entries):
item | structure | RNase H inhibition
1 | O=C(COc1ccc(Br)cc1)Nc1cccc(-c2nc3cc(Cl)ccc3o2)c1 | 12%
2 | Cc1cc(Cl)cc(Cl)c1OCC(=O)Nc1ccc2oc(-c3ccncc3)nc2c1 | 17%
3 | O=[N+]([O-])c1cccc(-c2ccc(/C=N/Nc3nnc4c(n3)[nH]c3ccccc34)o2)c1 | 0%

# This part in full, previewed entries included:
item | structure | RNase H inhibition
1 | O=C(COc1ccc(Br)cc1)Nc1cccc(-c2nc3cc(Cl)ccc3o2)c1 | 12%
2 | Cc1cc(Cl)cc(Cl)c1OCC(=O)Nc1ccc2oc(-c3ccncc3)nc2c1 | 17%
3 | O=[N+]([O-])c1cccc(-c2ccc(/C=N/Nc3nnc4c(n3)[nH]c3ccccc34)o2)c1 | 0%
4 | COc1cc(NC(=O)COc2ccc(Cl)cc2Cl)ccc1NC(=O)c1ccco1 | 17%
5 | CCOC(=O)C(C)Oc1ccc2c(C(F)(F)F)cc(=O)oc2c1 (centres undefined) | 3%
6 | COc1ccc2c(c1)NC(C)(C)c1ssc(=Nc3ccc(C)c(Cl)c3)c1-2 | 10%
7 | CC(=O)NS(=O)(=O)c1ccc(NC(=O)c2ccc(Cl)cc2[N+](=O)[O-])cc1 | 8%
8 | CC(=O)CCc1c(C)nc2ccc(C)cc2c1Cl | 7%
9 | CCCNC(=O)C(F)(F)C(F)(F)C(=O)NCCC | 10%
10 | O/N=C/c1cn(-c2ccccc2)nc1-c1ccc(F)cc1 | 42%
11 | O=C1c2ccccc2C(=O)c2c1cccc2S(=O)(=O)Nc1ccc(Cl)cc1 | 12%
12 | Cc1c(OC(=O)C2CC2)ccc2c1oc(=O)c1ccccc12 | 12%
13 | O=C(CC(c1ccccc1)S(=O)(=O)c1ccccc1)c1ccccc1 (centres undefined) | 11%
14 | NC(=S)NN=C1c2cc(S(=O)(=O)NCc3ccco3)ccc2-c2ccc(S(=O)(=O)NCc3ccco3)cc21 | 28%
15 | NC(=O)C1CCN(C(=O)c2cnn(-c3ccccc3)c2NC(=O)c2cccc(F)c2)CC1 | 25%
16 | C/C=C(\C)CN1CCN(c2cc(C)ccc2C)CC1 | 0%
17 | CCOC(=O)C1=C(C)N=c2s/c(=C\c3c(C)[nH]c4ccccc34)c(=O)n2C1c1ccc(OC)c(OC)c1 (centres undefined) | 15%
18 | Clc1ccc(C=NN2CCN(Cc3ccccc3Cl)CC2)cc1Cl | 7%
19 | CCN(CC)c1ccc(NS(=O)(=O)c2cc(Cl)ccc2Cl)cc1 | 17%
20 | CCS(=O)(=O)CC(C(C)(C)C)S(=O)(=O)CC (centres undefined) | 6%
21 | COc1ccc(C2/C(=C(\O)c3ccc(F)cc3)C(=O)C(=O)N2CCCCCC(=O)O)c(OC)c1 (centres undefined) | 7%
22 | O=C(O)c1cccc(N2C(=O)CC(Nc3ccc(N4CCOCC4)cc3)C2=O)c1 (centres undefined) | 7%
23 | CCOc1cc(C=C2C(=O)NC(=O)NC2=O)ccc1OCc1ccc(Br)cc1 | 21%
24 | COc1cc(OC)cc(C(=O)Nc2ccc3oc(-c4ccc(Br)cc4)nc3c2)c1 | 27%
25 | CCOC(=O)C1=C(C)N=c2s/c(=C\c3ccc(-c4ccc(C)c([N+](=O)[O-])c4)o3)c(=O)n2C1c1ccccc1 (centres undefined) | 17%
26 | Cc1ccc(OCC(=O)N2CCN(c3ccccn3)CC2)cc1 | 9%
27 | O=C1NC(=O)c2cc(Oc3ccc([N+](=O)[O-])cc3)ccc21 | 8%
28 | CN(C)NC(=O)c1cccc2c1-c1ccc(I)cc1C2 | 8%
29 | CCOC(=O)C1=C(N)OC2=C(C(=O)CCC2)C1c1ccc(F)cc1 (centres undefined) | 19%
30 | CC1SC(c2c(Cl)cccc2Cl)N(CCCN(C)C)C1=O (centres undefined) | 12%

# Next part, starting with the last 3 of the part before.
item | structure | RNase H inhibition
28 | CN(C)NC(=O)c1cccc2c1-c1ccc(I)cc1C2 | 8%
29 | CCOC(=O)C1=C(N)OC2=C(C(=O)CCC2)C1c1ccc(F)cc1 (centres undefined) | 19%
30 | CC1SC(c2c(Cl)cccc2Cl)N(CCCN(C)C)C1=O (centres undefined) | 12%
31 | CCc1ccccc1NC(=O)C(=O)NCc1ccco1 | 3%
32 | COc1cc(/C=C2\NC(=S)NC2=O)ccc1Oc1ccc([N+](=O)[O-])cn1 | 5%
33 | Cn1c(/C=C/c2ccccc2[N+](=O)[O-])nc2ccccc2c1=O | 2%
34 | O=C(COc1ccccc1[N+](=O)[O-])N/N=C/C(Br)=C/c1ccccc1 | 18%
35 | Cc1cc(OCC(O)CN2C(C)CCCC2C)cc(C)c1Cl (centres undefined) | 6%
36 | Cc1cc(/C=C2/SC(=S)NC2=O)c(C)n1-c1cccc(Cl)c1 | 8%
37 | CCCn1c2ccccc2c2nnc(SC(CC)C(=O)Nc3cccc4ccccc34)nc21 (centres undefined) | 0%
38 | Nc1nnc(SCc2ccc([N+](=O)[O-])cc2)s1 | 7%
39 | COc1ccccc1OCCSc1nc2ccccc2n1CCC(=O)O | 0%
40 | CS(=O)(=O)N(Cc1ccccc1)c1ccc(C(=O)N2CCC(Cc3ccccc3)CC2)cc1 | 13%
41 | O=c1c2c(nc(NCCO)n1C1CCCCC1)-c1ccccc1CC21CCCC1 | 2%
42 | CCOc1cccc(NC(=O)/C(C#N)=C\c2cccnc2)c1 | 6%
43 | CCOC(=O)c1c(C)nc(-c2ccccc2)nc1NC(=O)C(C)C | 0%
44 | O=C(N=Nc1c(O)[nH]c(=O)[nH]c1=O)c1cncc(Br)c1 | 0%
45 | Cc1oc(/C=N/NC(=O)CSCc2ccc([N+](=O)[O-])cc2)cc1Br | 15%
46 | O=C(CSc1nc2ccccc2[nH]1)NCc1ccccc1 | 0%
47 | CCCCOC(=O)c1cccc(NC(=S)NC(=O)c2cccc(Cl)c2)c1 | 17%
48 | CCCSC1=C(C#N)C(c2ccc(Cl)cc2Cl)CC(=O)N1 (centres undefined) | 7%
49 | COc1ccc(-c2nn(CN3CCOCC3)c(=S)n2-c2ccccc2)cc1 | 24%
50 | CCOC(=O)c1ccc(N2COc3ccc4ccccc4c3C2)cc1 | 6%
51 | CC(=O)C1=C(O)C(=O)N(c2ccccc2)C1c1ccc(C)cc1 (centres undefined) | 5%
52 | COc1ccccc1C1NC(=S)NC(C)=C1C(=O)Nc1cccc(Cl)c1 (centres undefined) | 0%
53 | O=C1C=CC(=NS(=O)(=O)c2ccc(Cl)cc2)C=C1 | 28%
54 | CCc1ccc(N2CC(C(=O)Nc3cccc4ccccc34)CC2=O)cc1 (centres undefined) | 3%
55 | O=[N+]([O-])c1ccc(N/N=C(\c2ccccc2)c2ccncc2)c([N+](=O)[O-])c1 | 9%
56 | COc1ccc(CCN2C(=O)CSC2c2ccc(Cl)c(Cl)c2)cc1OC (centres undefined) | 11%
57 | Cc1nn(Cc2ccccc2)c2c1C(c1ccc([N+](=O)[O-])cc1)C(C#N)=C(N)O2 (centres undefined) | 13%
58 | CN(C)S(=O)(=O)N1CCN(c2c(Cl)cccc2[N+](=O)[O-])CC1 | 15%
59 | Cc1ccc(-c2nnc(-c3ccco3)o2)cc1 | 4%
60 | CC(C)(C)C1CCC(=NNC(=O)C(=O)NCc2ccco2)CC1 (centres undefined) | 11%

# Part of the list above, with each value named.
[58] CN(C)S(=O)(=O)N1CCN(c2c(Cl)cccc2[N+](=O)[O-])CC1
  RNase H inhibition: 15%
[57] Cc1nn(Cc2ccccc2)c2c1C(c1ccc([N+](=O)[O-])cc1)C(C#N)=C(N)O2 (centres undefined)
  RNase H inhibition: 13%
[60] CC(C)(C)C1CCC(=NNC(=O)C(=O)NCc2ccco2)CC1 (centres undefined)
  RNase H inhibition: 11%
[59] Cc1ccc(-c2nnc(-c3ccco3)o2)cc1
  RNase H inhibition: 4%

# Continuation:
item | structure | RNase H inhibition
61 | Cc1ccc(-c2nc3ccccc3o2)cc1NC(=O)COc1c(C)cc(Cl)cc1Cl | 20%
62 | CCOc1ccc(Nc2cc(C)nc(-n3nc(C)cc3C)n2)cc1 | 15%
63 | COc1ccc(C(=O)CSc2ncn[nH]2)cc1[N+](=O)[O-] | 13%
64 | O=C(Nc1ccccc1C(=O)O)c1ccc2c(c1)C(=O)N(Cc1cccnc1)C2=O | 18%
65 | O=C(c1nn2c(c1Cl)NC(c1cccs1)CC2C(F)(F)F)N1CCOCC1 (centres undefined) | 0%
66 | CC(C)c1ccc(NC(=O)c2ccc(CN3CCOCC3)cc2)cc1 | 7%
67 | COc1ccc(CC(=O)NCC2(c3ccc(OC)c(OC)c3)CCCC2)cc1 | 8%
68 | NC(=O)c1ccccc1NC(=O)c1ccc([N+](=O)[O-])cc1 | 0%
69 | C=CCc1cc(/C=C2\C(=O)NC(=S)N(c3ccccc3CC)C2=O)cc(OCC)c1O | 23%
70 | N#CCN1CCC/C1=C(/C#N)C(=O)c1ccccc1 | 11%
71 | CC(=O)c1ccc(NC(=O)c2cc(-c3ccc(C)o3)nc3ccccc23)cc1 | 13%
72 | COc1ccc(O)c(-c2cc(C(F)(F)F)nc(-c3ccccc3)n2)c1 | 0%
73 | CCC(CC)NCc1cc(Br)ccc1OC | 0%
74 | COc1ccc(C2=C/C(=C\c3cccc(OC(C)=O)c3)C(=O)O2)cc1 | 10%
75 | CNCCOc1cc(C)nc(-c2ccccc2)n1 | 7%
76 | COc1ccc(CNC(=O)CN(c2cc(Cl)ccc2OC)S(C)(=O)=O)cc1 | 6%
77 | COc1cccc(OC)c1OCCCOc1c(OC)cccc1OC | 6%
78 | O=C(/C=C/c1cccc([N+](=O)[O-])c1)NCCc1ccccc1 | 4%
79 | O=C(Nc1ccc(I)cc1)C1c2ccccc2Oc2ccccc21 | 29%
80 | CCC1=NC(c2ccccc2)N(O)C1(C)C (centres undefined) | 7%
81 | O=C(NN=C1CCCCC1)C(=O)NC1CCCCC1 | 10%
82 | CCOC(=O)C1=C(C)N=c2s/c(=C\c3ccc(OCc4ccccc4Cl)c(OC)c3)c(=O)n2C1c1ccc2c(c1)OCO2 (centres undefined) | 1%
83 | COc1ccc(C(=O)N/C(=C\c2cc(OC)c(OC)cc2[N+](=O)[O-])C(=O)Nc2ccccc2)cc1 | 17%
84 | O=C(Nc1ccccc1Br)c1ccc(Cl)c(Cl)c1 | 3%
85 | COc1ccc(S(=O)(=O)N2CCN(C3CCCCC3)CC2)cc1 | 5%
86 | CC1CC(N(c2ccccc2)S(=O)(=O)c2ccc(Cl)cc2)c2ccccc2N1 (centres undefined) | 60%*
87 | O=C(/C=C/c1ccccc1)Nc1cccc2c1C(=O)c1ccccc1C2=O | 8%
88 | S=c1[nH]nc(-c2ccncc2)n1-c1ccccc1 | 13%&10%
89 | O=[N+]([O-])c1ccc(N2CCCC2)c(C(F)(F)F)c1 | 21%
90 | O=C(Nc1cc([N+](=O)[O-])ccc1F)c1ccc(Br)cc1 | 10%
91 | Cc1cccc(C(=O)Nc2ccc(C)c(F)c2)c1 | 6%
92 | CCOc1ccc(S(=O)(=O)N(CC(=O)Nc2ccc(C)cc2)c2ccc(C)cc2)cc1 | 23%
93 | CCOC(=O)C(=CC(=CN(C)C)C=C(C(=O)OCC)C(=O)OCC)C(=O)OCC | 0%
94 | COc1ccc(/C=C2\SC(=Nc3cccc(Cl)c3Cl)NC2=O)c(OC)c1 | 30%
95 | O=C(NC(Cc1ccc([N+](=O)[O-])cc1)C(=O)NC1CCCC1)OCc1ccccc1 (centres undefined) | 8%
96 | O=C1OC(c2ccccc2I)=N/C1=C\c1ccccc1 | 15%
97 | C=CCn1c(=O)n(CCC#N)c(=O)n(CCC#N)c1=O | 9%
98 | O=c1[nH]c(=O)n(-c2ccccc2Cl)c(O)c1C=Nc1cccc(F)c1 | 0%
99 | Cc1ccc(-c2n[nH]c(=S)n2N=Cc2ccccc2OCC(=O)O)cc1 | 12%
100 | COc1ccccc1/C=C1\SC(=S)N(CCC(=O)O)C1=O | 8%
101 | COc1ccccc1/C=N/n1c(C)nnc1C | 5%
102 | CCCCOC(=O)c1cccc(NC(=O)COc2ccccc2)c1 | 0%
103 | Cc1ccc(C)c(N(CC(=O)Nc2ccc3c(c2)OCO3)S(=O)(=O)c2ccccc2)c1 | 8%
104 | COc1c(Cl)cc(C(=O)Nc2cccc(C(F)(F)F)c2)cc1Cl | 4%
105 | C=CCNC(=O)CC(=O)NN=C1CCCCC1 | 8%
106 | COc1ccc(CSc2nncn2C)cc1 | 8%
107 | O=C1CCCc2c1[nH]c1ccc(CN3CCCCC3)cc21 | 2%
108 | CCOC(=O)c1ccc(NC(=O)CN(c2ccc(Cl)cc2C)S(=O)(=O)c2ccccc2)cc1 | 26%
109 | CCOc1cccc(OCCOCCOc2ccc(C)cc2OC)c1 | 3%
110 | Cc1ccsc1/C=N\Nc1ccccc1[N+](=O)[O-] | 8%

# Later entries.
item | structure | RNase H inhibition
111 | COc1ccc(C(=O)NC(=S)Nc2cc(-c3nc4cc(C)ccc4o3)ccc2Cl)cc1Cl | 34%
112 | O=C(CC1SC(=Nc2ccccc2)N(c2ccccc2)C1=O)Nc1ccccc1 (centres undefined) | 58%*
113 | O=C(O)CN1C(=O)/C(=C/c2ccc(OCc3ccc(Cl)cc3Cl)cc2)SC1=S | 12%
114 | Cc1ccc(S(=O)(=O)/N=C2/C=C(S(=O)(=O)c3ccc(C)cc3)C(=O)c3ccccc32)cc1 | 11%
115 | CCOC(=O)COc1c(Cl)cc(C=C2C(=O)NC(=O)NC2=O)cc1Cl | 13%
116 | Cc1ccc(Cl)cc1N=Cc1cc(Br)ccc1O | 1%
117 | COc1ccc(/C=N/NC(=O)c2cc(Br)cc(Br)c2O)cc1 | 2%
118 | Cc1cccc(NC(=O)c2cnn(-c3ccccc3)c2NC(=O)c2ccco2)c1 | 2%
119 | COc1ccc(OC)c(Nc2nnc(-c3cc4cccc(OC)c4oc3=O)s2)c1 | 8%
120 | COc1cc(/C=N/Nc2nn[nH]n2)cc2c1OCO2 | 7%
121 | O=S(=O)(c1ccc(Cl)cc1)N1CCN(Cc2ccccc2Cl)CC1 | 13%
122 | O=C(COc1cccc(Cl)c1)NCc1ccccc1 | 5%
123 | CN(C)c1cc(-c2ccccc2)nc(-c2ccccc2)n1 | 0%
124 | CCOC(=O)C1=C(C)N=c2s/c(=C\c3ccc(-c4ccc(Cl)cc4Cl)o3)c(=O)n2C1c1ccccc1 (centres undefined) | 9%
125 | N#Cc1ccc(C=Nc2ccc(OC(F)(F)F)cc2)cc1 | 6%
126 | CN1CCN(c2ccc([N+](=O)[O-])c(-n3nc(-c4ccc(F)cc4)c4ccccc4c3=O)c2)CC1 | 18%

# Source: PubChem BioAssay (MTDP)
